NFkB transloc pot = enhancers of NFkB p65 translocation in HUVEC – imaging, IL-1B stimulus, high-content imaging, primary screen; activation, % at 2 µM; HUVEC IL-1B NFkB p65 nuclear translocation imaging; 0.3% of 94,000 active;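 active means activation above 40%, about the mean plus 3 SD, also judged a hit on visual image review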;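 further: percent activation is computed from the nuclear over cytoplasmic p65 intensity ratio; values of inactives mirror those of a sister screen read the other way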
PLAP inhibitors HTS = PLAP enzyme inhibitors, biochemical, luminescence, HTS (AID 690); Alkaline phosphatase, placental type (Homo sapiens); purified PLAP, luminescent substrate; higher % means a stronger effect; inhibition, % at 20 µM; hits with a dose series show IC50 in µM; 0.08% of 96,000 active; in the data active means a potency from the dose series; inactive means the rest, 99 in 100 with inhibition below about 30%; further: strong numbers were not always called active
MRP reversal = reversal of MRP1-mediated doxorubicin resistance, primary screen, H69AR cells, doxorubicin co-treatment; 0.04% of 85,000 active; H69AR cells + 2 uM doxorubicin, CellTiter-Glo, 72 h; AID 602, 2007; differential viability (reversal), % at 10 µM;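 active means viability drop by adding the cancer drug above about 55%, with treated viability meeting a 40% cutoff, limit read from the data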;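 further: viability without doxorubicin minus viability with 2 µM doxorubicin for each compound; larger differential means the compound sensitizes cells more to doxorubicin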
NFkB transloc inh = inhibitors of IL-1B driven NFkB p65 nuclear import, primary screen, imaging, HUVEC, IL-1B stimulus, high-content imaging. HUVEC IL-1B NFkB p65 nuclear translocation imaging. inhibition, % at 2 µM. 0.43% of 94,000 active. AID 796, 2007;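 active means inhibition above about 30% together with a positive call from visual inspection of the well image, limit read from the data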;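 further: nuclear over cytoplasmic p65 intensity ratio measured by imaging; 0% = IL-1B stimulated DMSO wells and 100% = unstimulated DMSO wells; values of inactives mirror those of a sister screen read the other way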
Bcl-B displacement = displacers of TR3 peptide from Bcl-B, primary screen, selectivity assay for Bfl-1 inhibitor project, biochemical, fluorescence polarization; AID 748, 2007; FP displacement of FITC-TR3 peptide from Bcl-B; higher % means a stronger effect; Bcl-2-like protein 10 (Homo sapiens); 0.11% of 96,000 active; one-dose displacement, % at 20 µM; IC50 in µM for titrated hits;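 active means displacement above 50% at 20 µM plus a fluorescence interference ratio under 1.5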;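 further: plate controls were wells without compound for no effect and wells lacking Bcl-B protein for full effect; a part of the inactive calls stands beside numbers as strong as those of hits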
MRP reversal cytotoxicity = also measured in MRP reversal; calls as there; viability, %; H69AR cells, CellTiter-Glo, 72 h; measured here: cytotoxicity without doxorubicin
MRP reversal with doxorubicin = further read-out of MRP reversal, marked with its call; viability, %; measured here: viability with 2 uM doxorubicin; stronger effect = lower value
NFkB transloc inh cell count 2 µM = recorded beside NFkB transloc inh, whose call it bears; cell count; measured here: cells passing quality filter;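 raw number of nuclei counted in each imaged well without normalization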
NFkB transloc pot cell count 2 µM = second read-out of NFkB transloc pot, no call of its own (marks repeat the call); cell count; measured here: cells passing quality filter
The depositor's hits bear a star. The list is partial, so the mix of outcomes need not match the whole.

CC(NC(=O)C1CCCN(C(=O)N(C)C)C1)c1ccccc1 (stereo not drawn) was read as NFkB transloc pot -9.3, PLAP inhibitors HTS 9.5%, MRP reversal -4.4, NFkB transloc inh 9.3, Bcl-B displacement -2.7%, MRP reversal cytotoxicity 98.8, MRP reversal with doxorubicin 103.2, NFkB transloc inh cell count 2 µM 163 and NFkB transloc pot cell count 2 µM 163.
`CCCCNC(=O)C1c2cc(OC)c(OC)cc2C(=O)N(C)C1c1ccc(OC)cc1` (stereo not drawn) gave PLAP inhibitors HTS -78.4%, MRP reversal 5.0, Bcl-B displacement -12.5%, MRP reversal cytotoxicity 105.9 and MRP reversal with doxorubicin 100.9.
`CN(C)c1nc(OCC(=O)NC(C)(C)C)nc(N(C)C)n1` gave NFkB transloc pot 15.3, PLAP inhibitors HTS -1.2%, MRP reversal 11.8, NFkB transloc inh -15.3, Bcl-B displacement -4.8%, MRP reversal cytotoxicity 103.9, MRP reversal with doxorubicin 92.0, NFkB transloc inh cell count 2 µM 175 and NFkB transloc pot cell count 2 µM 175.
`CC([NH2+][O-])C(C)(C)NO` (stereo not drawn) gave NFkB transloc pot 9.8, PLAP inhibitors HTS 6.4%, MRP reversal -21.2, NFkB transloc inh -9.8, Bcl-B displacement 0.9%, MRP reversal cytotoxicity 83.2, MRP reversal with doxorubicin 104.4, NFkB transloc inh cell count 2 µM 143 and NFkB transloc pot cell count 2 µM 143.
For CCOc1cc(-c2cc(-c3ccccc3)nc(N)c2C#N)ccc1O the results were NFkB transloc pot 14.4, PLAP inhibitors HTS 13.6%, MRP reversal -29.6, NFkB transloc inh -14.4, Bcl-B displacement -19.9%, MRP reversal cytotoxicity 22.7, MRP reversal with doxorubicin 52.4, NFkB transloc inh cell count 2 µM 207 and NFkB transloc pot cell count 2 µM 207.
`COc1ccc(NC(=O)CSc2nnc(-c3ccccn3)n2N)cc1` gave NFkB transloc pot 3.2, PLAP inhibitors HTS 24.7%, MRP reversal 0.1, NFkB transloc inh -3.2, Bcl-B displacement -6.3%, MRP reversal cytotoxicity 101.2, MRP reversal with doxorubicin 101.2, NFkB transloc inh cell count 2 µM 114 and NFkB transloc pot cell count 2 µM 114.
COc1ccc2[nH]c(=O)c(CN(CCCN(C)C)C(=O)Nc3ccccc3)cc2c1 was read as NFkB transloc pot -0.7, PLAP inhibitors HTS -56.7%, MRP reversal 6.3, NFkB transloc inh 0.7, Bcl-B displacement -5.9%, MRP reversal cytotoxicity 77.0, MRP reversal with doxorubicin 70.8, NFkB transloc inh cell count 2 µM 79 and NFkB transloc pot cell count 2 µM 79.
`COc1cc(S(=O)(=O)n2ccc(C)n2)c(OC)cc1Cl` gave NFkB transloc pot 11.4, PLAP inhibitors HTS -1.1%, MRP reversal 14.1, NFkB transloc inh -11.4, Bcl-B displacement 4.7%, MRP reversal cytotoxicity 108.5, MRP reversal with doxorubicin 94.4, NFkB transloc inh cell count 2 µM 170 and NFkB transloc pot cell count 2 µM 170.
`CCCCCn1cnc2sc(-c3ccccc3)cc2c1=O` gave NFkB transloc pot 9.8, PLAP inhibitors HTS 29.6%, MRP reversal 3.8, NFkB transloc inh -9.8, Bcl-B displacement -8.3%, MRP reversal cytotoxicity 91.1, MRP reversal with doxorubicin 87.3, NFkB transloc inh cell count 2 µM 159 and NFkB transloc pot cell count 2 µM 159.
Screening COc1cccc(-c2nnc(SCc3cccnc3)o2)c1 returned PLAP inhibitors HTS -2.3%, MRP reversal -2.3, Bcl-B displacement 6.1%, MRP reversal cytotoxicity 57.6 and MRP reversal with doxorubicin 59.9.
For CN(c1ccc(C(=O)NCc2ccco2)cc1)S(C)(=O)=O the results were NFkB transloc pot 19.6, PLAP inhibitors HTS 3.1%, MRP reversal 4.2, NFkB transloc inh -19.6, Bcl-B displacement -3.0%, MRP reversal cytotoxicity 96.1, MRP reversal with doxorubicin 92.0, NFkB transloc inh cell count 2 µM 131 and NFkB transloc pot cell count 2 µM 131.
`Cc1cc2c(c(=O)n1Cc1ccccn1)C(c1ccc3c(c1)OCO3)C(C#N)=C(N)O2` (stereo not drawn) gave PLAP inhibitors HTS 17.2%, MRP reversal 2.9, Bcl-B displacement -0.9%, MRP reversal cytotoxicity 100.6 and MRP reversal with doxorubicin 97.7.
For COc1cccc(C(=O)Nc2cccc(-c3nnc(-c4ccco4)o3)c2)c1 the results were NFkB transloc pot -7.1, PLAP inhibitors HTS 26.7%, MRP reversal 6.0, NFkB transloc inh 7.1, Bcl-B displacement -1.9%, MRP reversal cytotoxicity 38.0, MRP reversal with doxorubicin 31.9, NFkB transloc inh cell count 2 µM 158 and NFkB transloc pot cell count 2 µM 158.
For CCCc1ccc(OCC(O)CN2CCN(c3ccccc3)CC2)cc1 (stereo not drawn) the results were NFkB transloc pot -5.6, PLAP inhibitors HTS -55.0%, MRP reversal 0.0, NFkB transloc inh 5.6, Bcl-B displacement 13.4%, MRP reversal cytotoxicity 107.7, MRP reversal with doxorubicin 107.7, NFkB transloc inh cell count 2 µM 103 and NFkB transloc pot cell count 2 µM 103.
Cc1csc(SCC(=O)Nc2sc3c(c2C#N)CCC3)n1 was read as NFkB transloc pot -2.1, PLAP inhibitors HTS -8.3%, MRP reversal -26.9, NFkB transloc inh 2.1, Bcl-B displacement -109.5%, MRP reversal cytotoxicity 31.6, MRP reversal with doxorubicin 58.5, NFkB transloc inh cell count 2 µM 155 and NFkB transloc pot cell count 2 µM 155.
`CCCc1nnc(N2C(=O)c3cccc4cccc(c34)C2=O)s1` gave NFkB transloc pot -7.0, PLAP inhibitors HTS -15.6%, MRP reversal -20.9, NFkB transloc inh 7.0, Bcl-B displacement 2.5%, MRP reversal cytotoxicity 70.9, MRP reversal with doxorubicin 91.8, NFkB transloc inh cell count 2 µM 125 and NFkB transloc pot cell count 2 µM 125.
Screening CC(Sc1nnc(Cc2cccs2)n1C1CCCCC1)C(N)=O (stereo not drawn) returned NFkB transloc pot 6.8, PLAP inhibitors HTS 4.5%, MRP reversal 10.2, NFkB transloc inh -6.8, Bcl-B displacement -5.2%, MRP reversal cytotoxicity 93.9, MRP reversal with doxorubicin 83.8, NFkB transloc inh cell count 2 µM 186 and NFkB transloc pot cell count 2 µM 186.
For C=CCn1c(SCC(=O)C(C)(C)C)nnc1-c1cccs1 the results were NFkB transloc pot 10.5, PLAP inhibitors HTS 4.0%, MRP reversal 3.9, NFkB transloc inh -10.5, Bcl-B displacement -6.1%, MRP reversal cytotoxicity 102.5, MRP reversal with doxorubicin 98.7, NFkB transloc inh cell count 2 µM 114 and NFkB transloc pot cell count 2 µM 114.
For CC1(C)CC(=O)N(c2ccccc2)C1(C)O (stereo not drawn) the results were NFkB transloc pot 21.1, PLAP inhibitors HTS 6.7%, MRP reversal -6.6, NFkB transloc inh -21.1, Bcl-B displacement 0.7%, MRP reversal cytotoxicity 86.2, MRP reversal with doxorubicin 92.8, NFkB transloc inh cell count 2 µM 135 and NFkB transloc pot cell count 2 µM 135.
COc1cc(NC(=O)C2CCC(CNc3c(N4CCCCC4)c(=O)c3=O)CC2)cc(OC)c1 (stereo not drawn) was read as PLAP inhibitors HTS -37.5%, MRP reversal 7.0, Bcl-B displacement -0.3%, MRP reversal cytotoxicity 88.5 and MRP reversal with doxorubicin 81.6.
Screening COC(=O)c1cn(C(=O)c2ccccc2F)nc1N returned NFkB transloc pot 9.4, PLAP inhibitors HTS 9.9%, MRP reversal 4.1, NFkB transloc inh -7.2, Bcl-B displacement -4.3%, MRP reversal cytotoxicity 107.1, MRP reversal with doxorubicin 103.0, NFkB transloc inh cell count 2 µM 80 and NFkB transloc pot cell count 2 µM 80.
Screening CCn1c(SCc2ccc(F)cc2)nnc1C1CCN(S(=O)(=O)c2ccc(OC)cc2)CC1 returned NFkB transloc pot -5.5, PLAP inhibitors HTS -54.5%, NFkB transloc inh 5.5, Bcl-B displacement -0.1%, NFkB transloc inh cell count 2 µM 114 and NFkB transloc pot cell count 2 µM 114.
For Cc1cc(S(=O)(=O)NCCCN2CCOCC2)ccc1F the results were PLAP inhibitors HTS 4.8%, MRP reversal 12.3, Bcl-B displacement -10.2%, MRP reversal cytotoxicity 108.5 and MRP reversal with doxorubicin 96.3.
For O=C(C1CCN(S(=O)(=O)c2cccnc2)CC1)N1CCN(C2CCCC2)CC1 the results were NFkB transloc pot 5.6, PLAP inhibitors HTS -27.7%, MRP reversal 6.2, NFkB transloc inh -5.6, Bcl-B displacement -18.3%, MRP reversal cytotoxicity 99.0, MRP reversal with doxorubicin 92.8, NFkB transloc inh cell count 2 µM 153 and NFkB transloc pot cell count 2 µM 153.
For O=C(CN1C(=O)c2ccccc2C1=O)N1CCN(C(=O)c2ccco2)CC1 the results were NFkB transloc pot 21.3, PLAP inhibitors HTS -0.7%, MRP reversal -6.4, NFkB transloc inh -23.5, Bcl-B displacement -1.6%, MRP reversal cytotoxicity 103.4, MRP reversal with doxorubicin 109.8, NFkB transloc inh cell count 2 µM 175 and NFkB transloc pot cell count 2 µM 76.
Cc1cc(Cl)cc(Cl)c1OCCOc1cccc2cccnc12 was read as PLAP inhibitors HTS 23.6%, MRP reversal 11.0, Bcl-B displacement 4.4%, MRP reversal cytotoxicity 61.6 and MRP reversal with doxorubicin 50.6.
For CCSc1nnc(C)c2ccccc12 the results were NFkB transloc pot -10.2, PLAP inhibitors HTS -7.1%, NFkB transloc inh 10.2, Bcl-B displacement -3.8%, NFkB transloc inh cell count 2 µM 98 and NFkB transloc pot cell count 2 µM 98.
Screening Cc1noc(C)c1CSc1nc2ccccc2n1CCc1ccccc1 returned NFkB transloc pot 4.7, PLAP inhibitors HTS -35.6%, MRP reversal 9.8, NFkB transloc inh -4.7, Bcl-B displacement -2.8%, MRP reversal cytotoxicity 82.4, MRP reversal with doxorubicin 72.5, NFkB transloc inh cell count 2 µM 193 and NFkB transloc pot cell count 2 µM 193.
For CCC(C)NC(=O)Cn1c(=O)n(CCCC(=O)NCc2ccccc2Cl)c(=O)c2ccccc21 (stereo not drawn) the results were NFkB transloc pot -5.2, PLAP inhibitors HTS 12.2%, MRP reversal -1.6, NFkB transloc inh 5.3, Bcl-B displacement -12.0%, MRP reversal cytotoxicity 84.2, MRP reversal with doxorubicin 85.8, NFkB transloc inh cell count 2 µM 173 and NFkB transloc pot cell count 2 µM 173.
Screening CCN1CCN(c2ccc(NC(=O)c3cccnc3)cc2Cl)CC1 returned PLAP inhibitors HTS -48.7%, MRP reversal -12.7, Bcl-B displacement 44.2%, MRP reversal cytotoxicity 88.3 and MRP reversal with doxorubicin 101.0.

Already shown: an excerpt of the list.
For CCC(C)NC(=O)Cn1c(=O)n(CCCC(=O)NCc2ccccc2Cl)c(=O)c2ccccc21 (stereo not drawn) the results were NFkB transloc pot -5.2, PLAP inhibitors HTS 12.2%, MRP reversal -1.6, NFkB transloc inh 5.3, Bcl-B displacement -12.0%, MRP reversal cytotoxicity 84.2, MRP reversal with doxorubicin 85.8, NFkB transloc inh cell count 2 µM 173 and NFkB transloc pot cell count 2 µM 173.
Screening CCN1CCN(c2ccc(NC(=O)c3cccnc3)cc2Cl)CC1 returned PLAP inhibitors HTS -48.7%, MRP reversal -12.7, Bcl-B displacement 44.2%, MRP reversal cytotoxicity 88.3 and MRP reversal with doxorubicin 101.0.

Going on with the list.
`CC(C)(C)CC(=O)Nc1ccc(Nc2ccccc2)cc1` gave NFkB transloc pot 7.6, PLAP inhibitors HTS 4.2%, MRP reversal -5.7, NFkB transloc inh -7.6, Bcl-B displacement -11.9%, MRP reversal cytotoxicity 74.3, MRP reversal with doxorubicin 80.0, NFkB transloc inh cell count 2 µM 160 and NFkB transloc pot cell count 2 µM 160.
COC(=O)c1cc(Cl)c(NS(=O)(=O)c2ccccc2)cc1OC was read as PLAP inhibitors HTS -0.7% and Bcl-B displacement 4.1%.
Screening CCOC(=O)N1CCC(Nc2c(OCC)c(=O)c2=O)CC1 returned PLAP inhibitors HTS -10.6%, MRP reversal 5.9, Bcl-B displacement -6.1%, MRP reversal cytotoxicity 93.0 and MRP reversal with doxorubicin 87.1.
For Cc1cc(N2CCN(C/C=C/c3ccccc3)CC2)n2ncnc2n1 the results were PLAP inhibitors HTS -69.4%, MRP reversal 27.6, Bcl-B displacement 0.1%, MRP reversal cytotoxicity 68.8 and MRP reversal with doxorubicin 41.2.
